NCI-60 one-dose screen, 48 h, at 10 µM unless noted. Numbers give growth in % (100 = growth as untreated, 0 = no growth, -100 = all killed).
HOP-62: HOP-62 NSCLC | actives 3.9% (n = 80,000)
UACC-62: UACC-62 melanoma; actives 5.4% (n = 81,000)
M14: M14 melanoma | actives 6.2% (n = 80,000) | AID 1794745
EKVX: EKVX NSCLC; actives 3% (n = 71,000); AID 1794765
HOP-92: HOP-92 NSCLC cells. AID 1794738. actives 6.3% (n = 71,000)
RPMI-8226: RPMI-8226 leukemia cells | actives 7.5% (n = 77,000)
CCRF-CEM: CCRF-CEM leukemia. actives 7% (n = 77,000). AID 1794778
A549/ATCC: A549/ATCC NSCLC | actives 3.7% (n = 81,000)
The depositor's hits bear a star; / = no result given; & = joins results of further samples; [ ] = remark or other dose. Rule for the calls: active = growth percent below 10; inactive = the rest.

SMILES | HOP-62 | UACC-62 | M14 | EKVX | HOP-92 | RPMI-8226 | CCRF-CEM | A549/ATCC
COC(=O)C1(C)CCC[C@]2(C)[C@H]3C[C@H]4C(C(C)C)=C[C@]3(CC[C@@H]12)[C@@H]1C(=O)CC[C@H](OC(=O)c2ccco2)[C@@H]14 (some centres not stated) | 87 | 62 | / | 70 | 71 | 83 | 91 | 84
CCOC(=O)CN1CCN(CC(=O)NC(c2ccccc2)c2ccc(Cl)cc2)CC1 (configuration not stated) | 78 | 89 | 96 | 100 | 82 | 84 | 94 | 92
Clc1ccc(-c2cc3ccccc3c3nc4ccccc4nc23)cc1Cl | 102 | 94 | 104 | 101 | 94 | 101 | 98 | 98
CSc1nc2nc3c(c(-c4ccc(Cl)cc4)c2c(=O)n1C)CCC/C3=C\c1ccc(Cl)cc1 | 115 | 87 | 110 | 86 | / | 98 | 79 | 97
CN1CCN(CCCNC(=O)c2sc3cc(Cl)ccc3c2Cl)CC1 | 105 | 112 | 97 | 98 | 70 | 96 | 101 | 104
COc1cc(CNC(=O)Cc2ccccc2)ccc1OCc1cn(-c2ccc(Cl)c(Cl)c2)nn1 | 106 | 88 | 101 | 90 | 119 | 95 | 99 | 92
Cn1ncc2c(=O)nc3c(-c4nc5ccccc5[nH]4)n[nH]n3c21 | 111 | 100 | 110 | 115 | 101 | 103 | 92 | 97
CC(=O)O[C@H]1CC[C@]2(C)[C@H]3CC(=O)[C@H]4[C@@H]5CC(C)(C)CC[C@]5(C(=O)OC(=O)[C@]56CCC(C)(C)C[C@H]5[C@@H]5C(=O)C[C@@H]7[C@@]8(C)CC[C@H](OC(C)=O)C(C)(C)[C@@H]8CC[C@@]7(C)[C@]5(C)CC6)CC[C@@]4(C)[C@]3(C)CC[C@H]2C1(C)C | 96 | 92 | 101 | 99 | 95 | 105 | 112 | 106
O=C1CCCN1C(O)CCN(Cc1ccc(Cl)cc1)Cc1ccc2c(c1)OCO2 (configuration not stated) | 105 | 109 | 99 | 115 | / | 101 | 96 | 108
COc1ccc(S(=O)(=O)NCCNc2nccc(-c3c(-c4cccc(OC)c4)nc4sccn34)n2)cc1 | 111 | 95 | 104 | / | 97 | 84 | 82 | 92
O=C(O)c1cccc(S(=O)(=O)O)c1 | 98&92 | 103 | 112&102 | 95&109 | 141&91 | 128&112 | 102&97 | 107&87
COc1nc2c(c(=O)n1C)CN(c1ccccc1)C(=O)CN2C | 64[100 µM] | 44[100 µM] | 68[100 µM] | 58[100 µM] | 57[100 µM] | / | / | 56[100 µM]
CC(=O)NC(Cc1ccccc1)C(C)=O (configuration not stated) | 84 | 95 | 96 | 90 | 88 | 87 | 82 | 96
O=C1C=C(c2cccs2)C[C@H](c2cccs2)[C@H]1n1nnc2ccccc21 | 95 | 106 | 106 | 98 | 107 | 90 | / | 94
O=C1/C(=C/c2ccc([N+](=O)[O-])cc2)COc2ccc(O)c(O)c21 | 4.2* | -19* | / | 41 | -4.4* | / | -2.5* | 35
Nc1ncnc2c1C(c1ccc(F)cc1)c1sc3c(Br)cccc3c1O2 (configuration not stated) | 78 | 79 | 109 | 56 | 76 | 92 | / | 89
COc1ccc2c(c1)=NC(=O)/C(=C\c1sc(Nc3ccc(S(N)(=O)=O)cc3)nc1O)C=2 | 97 | 96 | 91 | 94 | 94 | 110 | 104 | 99
O=c1c2cnn(-c3ccccc3)c2n2c(-c3ccccc3)nnc2n1-c1ccccc1 | / | 81 | 105 | 97 | / | / | / | 75
O=C(Nc1ncccc1OCc1cccc(Cl)c1)NC12CC3CC(CC(C3)C1)C2 | 94 | 90 | 101 | 94 | 82 | 98 | 94 | 92
COC/C=C(/COC)OC | 96 | 102 | 118 | 98 | / | 97 | 88 | 100

Record cards, as listed above.
`O=C1CCCN1C(O)CCN(Cc1ccc(Cl)cc1)Cc1ccc2c(c1)OCO2` (configuration not stated) as listed: HOP-62: 105; UACC-62: 109; M14: 99; EKVX: 115; HOP-92: /; RPMI-8226: 101; CCRF-CEM: 96; A549/ATCC: 108
`COC/C=C(/COC)OC` as listed: HOP-62: 96; UACC-62: 102; M14: 118; EKVX: 98; HOP-92: /; RPMI-8226: 97; CCRF-CEM: 88; A549/ATCC: 100
`Cn1ncc2c(=O)nc3c(-c4nc5ccccc5[nH]4)n[nH]n3c21` as listed: HOP-62: 111; UACC-62: 100; M14: 110; EKVX: 115; HOP-92: 101; RPMI-8226: 103; CCRF-CEM: 92; A549/ATCC: 97

The results go on:
SMILES | HOP-62 | UACC-62 | M14 | EKVX | HOP-92 | RPMI-8226 | CCRF-CEM | A549/ATCC
C#CCn1cc(/C=N/Nc2nc(-c3ccc(Br)cc3)cs2)c2ccccc21 | 98 | 92 | 94 | 64 | 89 | 110 | 101 | 97
COc1ccc(-c2cc3c(oc2=O)-c2ccccc2OC3OC(C)=O)cc1 (configuration not stated) | 99 | 82 | 101 | 73 | 83 | 83 | -26* | 93
O=C(Nc1n[nH]c(Nc2ccccc2)c1S(=O)(=O)c1ccccc1)c1ccccc1 | 107 | 102 | 102 | 107 | 95 | 91 | 87 | 91
Cc1c2c(c(C)c3c1oc1ccc(O)cc13)C(=O)N(N)C2=O | 67 | 76 | 86 | 81 | 61 | 80 | 53 | 56
O=c1cc(-c2ccccc2)oc2cc(OCc3cn(Cc4ccc(F)cc4)nn3)cc(O)c12 | -28*[100 µM] | 53[100 µM] | 66[100 µM] | 60[100 µM] | -3.4*[100 µM] | 94[100 µM] | 109[100 µM] | 81[100 µM]
O=[N+]([O-])c1ccc(C2=NCCO2)cc1 | 83 | 105 | 105 | 107 | / | 96 | 103 | 104
O=C(C[n+]1ccncc1)c1ccc(I)cc1 | 88 | 91 | 99 | 102 | 91 | 83 | 92 | 93
COc1ccc(OC)c(/C=N\NC(=O)N/N=C/c2cc(OC)ccc2OC)c1 | 109 | 101 | 111 | 99 | / | 100 | 99 | 89
O=C(Nc1ccccc1Cl)OCC#CCOC(=O)Nc1ccccc1Cl | 88 | 97 | 108 | 97 | 61 | 104 | 100 | 98
CCC(C)[C@@H]1NC(=O)[C@@H]2CCCN2C(=O)[C@H](CO)NC(=O)[C@H](Cc2ccccc2)NC(=O)[C@H](C(C)CC)NC(=O)[C@@H]2CCCN2C(=O)[C@H](Cc2ccccc2)NC1=O (some centres not stated) | 92 | 93 | 98 | 98 | 176 | 122 | / | 95
Nc1nc(NC2CCCC2)cc(=O)[nH]1 | 100 | 97 | 106 | 106 | / | 116 | 108 | 106
Oc1ccccc1-c1nc2c3ccccc3c3ccccc3c2o1 | 101 | 88 | 103 | 79 | 84 | 76 | 82 | 91
COc1cc(CNC(=O)CCCC/C=C/C(C)C)ccc1OCc1nnc(Nc2ccccc2F)o1 | / | 65 | 100 | 77 | 56 | 65 | 83 | 105
COc1cc(/C=C/C(=O)N2CCN(C(=O)/C=C/c3cccc(OC(F)(F)F)c3)CC2)cc(OC)c1OC | 104 | 91 | 93 | 88 | / | 91 | 101 | 90
CCCN1C(=O)CSC1=Nc1ccc2cc3ccc(N=C4SCC(=O)N4CCC)cc3nc2c1 | 48 | 37 | 51 | 34 | 57 | 1.7* | 31 | 41
O=C(O)c1cc(-c2ccc(Br)cc2)nc2ccccc12 | 83 | 100 | 93 | 89 | 79 | 103 | 103 | 109
O=C1c2ccccc2-c2c1nc1ccccc1[n+]2[O-] | 102 | 105 | 98 | 118 | / | 106 | 102 | 108
COC(=O)C1=CC=C[C@@H]2[C@@]3(C[C@@H](c4ccoc4)OC3=O)[C@H](C)C[C@H](O)[C@@]12C(=O)OC | 104 | 96 | 100 | 93 | 103 | 102 | 101 | 100
COC(=O)c1ccc(Cn2ccc(=O)[nH]c2=O)cc1 | 106 | 105 | 102 | 116 | 99 | 106 | 92 | 105
CC1(C)CC(=O)C(C(c2ccc(Cl)cc2)n2ncc(C#N)c2N)C(=O)C1 (configuration not stated) | 93 | 83 | 111 | 80 | 75 | 85 | 98 | 101
Fc1ccc(/C=C/c2nc3ccccc3nc2N2CCN(c3ccccc3)CC2)cc1 | 99 | 65 | 72 | 71 | 36 | 48 | 41 | 82
O=C(O)CNC(=O)c1nc(-c2ccccc2)n(-c2ccc([N+](=O)[O-])cc2)n1 | 95 | 101 | 105 | 99 | 92 | 105 | 100 | 100
O=C(NNC(=O)c1cccc2ccccc12)c1ccc(F)cc1 | 104 | 102 | 96 | 106 | 107 | 100 | 106 | 94
COc1ccc(OC)c(/C=C/C(=O)c2cc(C(=O)/C=C/c3cc(OC)ccc3OC)n3cccc(C)c23)c1 | 105 | 93 | / | 101 | 104 | 102 | 103 | 102
CCCCn1ccc(=O)[nH]c1=O | 101 | 103 | 111 | 93 | 110 | / | 124 | 94
Fc1cccc(Cn2cc(CSc3nc4ccccc4o3)nn2)c1 | 89 | 92 | 101 | 96 | 95 | 106 | 102 | 95
Cc1cnc(C(=O)NCCc2ccc(S(=O)(=O)NC(=O)NC3CCCCC3)cc2)cn1 | 106&114 | 97&98 | 102&109 | 102&102 | 95&84 | 108&133 | 103&123 | 102&100
CC(=O)/C(=C/c1ccc(Cl)cc1)C(=O)c1ccccc1 | 96 | 82 | 86 | / | 63 | 35 | / | 95
COc1ccc(C2C=C(c3ccc(NCc4nccc(OCC(F)(F)F)c4C)cc3)NC(N)=N2)cc1OC (configuration not stated) | 94 | 78 | 95 | 78 | 76 | 48 | 62 | 68
COC(=O)c1nnn(-c2cc(Cl)ccc2Cl)c1N | 93 | 90 | 88 | 88 | 86 | 96 | 92 | 97
COc1ccc(C2NC(=S)NC(C)=C2C(C)=O)cc1 (configuration not stated) | 97 | 96 | 102 | 94 | 70 | 107 | 111 | 99
O=S(=O)(Nc1ncc(Cl)cn1)c1ccccc1 | 89 | 94 | 103 | 102 | / | 109 | 102 | 93
Cc1ccc(C)c(C(=O)CCC(=O)O)c1 | 92&118 | 96&96 | 89&109 | 104 | 87 | 110&117 | 119&115 | 103&111
O=[N+]([O-])c1ccc2c(c1)/C(=N/O)c1ccccc1-2 | 100 | 99 | 98 | 86 | 119 | 105 | 106 | 95
COC(=O)c1ccc(CSc2ccccc2NC(=S)Nc2cccc(C(F)(F)F)c2)o1 | 94 | 83 | 98 | / | 85 | 82 | 90 | 98
COc1cccc(C(=O)Nc2cccc(-c3cc(=O)c4c(O)c(OC)c(OC)cc4o3)c2)c1 | 63 | 61 | 63 | 90 | 69 | 26 | 49 | 65
CC(=O)O[C@H]1CC[C@]2(C)[C@H]3CC=C4[C@@H]5[C@@H](C)[C@H](C)CC[C@]5(C(=O)OCC(COC(=O)C(Cl)Cl)(COC(=O)C(Cl)Cl)NC(=O)C(Cl)Cl)CC[C@@]4(C)[C@]3(C)CC[C@H]2C1(C)C | 83 | 76 | 72 | 66 | / | 45 | 72 | 37
O=C(c1ccc(Nc2nccc(NCCCCNc3ccnc4cc(Cl)ccc34)n2)cc1)N1CCCCC1 | 70 | -23* | -69* | 68 | 59 | 8.2* | -12* | 26
NC(=O)NCNC(N)=O | 102 | 99 | 108 | 111 | 95 | 99 | 97 | 102
C=CCOC(=O)C1=C(C)NC2=C(C(=O)CC(c3ccc(Cl)cc3)C2)C1c1ccc(O)cc1 (configuration not stated) | 82 | 74 | 96 | 94 | / | / | 89 | 86

Part of the list above in a different format:
Each structure is followed by: HOP-62 | UACC-62 | M14 | EKVX | HOP-92 | RPMI-8226 | CCRF-CEM | A549/ATCC
- O=C(O)CNC(=O)c1nc(-c2ccccc2)n(-c2ccc([N+](=O)[O-])cc2)n1
    95 | 101 | 105 | 99 | 92 | 105 | 100 | 100
- O=C(NNC(=O)c1cccc2ccccc12)c1ccc(F)cc1
    104 | 102 | 96 | 106 | 107 | 100 | 106 | 94

(list continues)
SMILES | HOP-62 | UACC-62 | M14 | EKVX | HOP-92 | RPMI-8226 | CCRF-CEM | A549/ATCC
CC(C)(O)CN/C=C(\C(=O)OC(C)(C)C)N1C(=O)C2CCCCC2C1=O (configuration not stated) | 94 | 106 | 99 | / | 98 | 99 | 97 | 103
COc1cc(/C=N/NC(=O)c2cnn(CC(O)c3ccccc3)c2N)ccc1OC1CCCC1 (configuration not stated) | 81 | 101 | 92 | / | 87 | 58 | 80 | 89
COc1ccc(OC)c(C(=O)c2oc3ccc(Br)cc3c2N)c1 | 34 | 11 | 27 | / | 5.0* | -16* | 4.7* | 12
c1ccc2[nH]c(-c3cscn3)nc2c1 | 117 | / | 105 | 106 | / | 97 | 91 | 109
O=CCCCC(O)C=O (configuration not stated) | 95 | 109 | 105 | / | 107 | / | 102 | 105
Cc1ccc(C(C#N)c2ccc(N)cc2)cc1 (configuration not stated) | 96 | 104 | 99 | / | 94 | 104 | 96 | 105
c1ccc2cc(N=Nc3ccc4ccccc4c3)ccc2c1 | 98 | 95 | 99 | / | / | 100 | / | 102
O=S(=O)(Nc1ccc(OC(F)F)cc1)c1ccc(-c2cnc(C3CC3)o2)cc1 | 67 | 44 | 51 | 62 | 59 | 53 | 67 | 60
COc1ccc(OC)c(C2OC(c3ccc4ccccc4c3O)=NN2C(C)=O)c1 (configuration not stated) | 65 | 69 | 55 | / | 54 | 67 | 69 | 57
O=C(Nc1ccccc1)Oc1ccccc1Cl | 90 | 100 | 103 | / | / | 103 | 97 | 102
CC(C)CC1CCCC12NC(=O)NC2=O (configuration not stated) | 110 | 104 | 102 | 125 | 77 | / | 92 | 108
NC(N)=Nc1ccc(N=C(N)N)cc1 | 94 | 100 | 101 | 101 | / | 96 | 104 | 94

Assay outcomes as filed in PubChem.
